Assay outcomes: PubChem BioAssay, Broad Institute
SR-BI uptake up: enhances SR-BI lipid uptake from DiI-HDL | CHO ldlA[mSR-BI] cells, DiI-HDL uptake fluorescence, 3 h; 100 = double the neutral-control signal | activation, % at 12.5 µM | hit rate 0.096% among 320,000 | AID 504775;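 active means mean replicate activation of at least 60% and every replicate at or above 60%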;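 further: 0% = median plate neutral-control signal and 100% = twice that signal; values of inactives mirror those of a sister screen read the other way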
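Material: SR-BI-overexpressing, LDLR-lacking CHO cells | Dosing: Single compound concentration, delivered by pin transfer | Probe or stimulus: Labelled HDL, 10 µg/mL | Signal: Bottom-read cell fluorescence after medium removal, ex 550/em 595 nm | Schedule: 3 h, 37 °C | Evaluation: HDL uptake via cellular fluorescence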
PfHsp90 yeast 2: growth inhibition of yeast expressing Plasmodium Hsp90; hit rate 0.32% among 310,000; S. cerevisiae expressing PfHsp90, BacTiter-Glo ATP, 48 h; yeast lacking PDR1 and PDR3 efflux regulators; inhibition, % at 9.4 µM; AID 504621;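 active means every replicate shows inhibition above about 80%, whatever the replicate mean, limit read from the data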;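 further: 0% = DMSO neutral controls and 100% = 20 µM radicicol positive controls; yeast relying on Plasmodium falciparum Hsp90 in place of its own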
dFosB activator: mouse delta FosB homodimer activation; hit rate 0.99% among 340,000; P13346; activation, % at 25 µM; purified delta FosB, TAMRA-CDK5 oligo fluorescence polarization; percent of positive-control signal above neutral wells; AID 493131;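 active means mean activation above about 17%, with every replicate also reaching it, limit read from the data, passing the limit was not always enough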;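 further: fluorescence polarization rise as delta FosB binds a TAMRA Cdk5 AP-1 oligo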
Target sequence (P13346 whole entry, looked up): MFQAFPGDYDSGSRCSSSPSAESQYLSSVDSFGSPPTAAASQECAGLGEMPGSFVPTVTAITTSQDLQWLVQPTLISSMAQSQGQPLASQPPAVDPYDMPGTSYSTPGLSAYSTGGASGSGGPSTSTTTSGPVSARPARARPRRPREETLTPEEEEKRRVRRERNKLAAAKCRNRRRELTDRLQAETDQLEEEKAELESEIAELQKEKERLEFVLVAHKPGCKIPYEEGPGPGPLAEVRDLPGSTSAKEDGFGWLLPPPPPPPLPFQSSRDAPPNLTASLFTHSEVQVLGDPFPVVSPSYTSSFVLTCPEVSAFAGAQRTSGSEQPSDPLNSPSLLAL
NSD2 inh: NSD2 (human) methyltransferase inhibition. hit rate 0.54% among 310,000. AID 743445. inhibition, % at 12.5 µM. NSD2 peptide methylation, AlphaScreen, 120 min. O96028; in the data active means inhibition above about 50%
SR-BI HDL uptake: mouse SR-BI HDL lipid transfer inhibition | Q61009 | ldlA[mSR-BI] CHO cells, DiI-HDL uptake fluorescence, 3 h | inhibition, % at 12.5 µM | hit rate 0.96% among 320,000;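 active means mean replicate inhibition of at least 70% and a set share of replicates each scoring 70 or more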;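 further: 0% = median of neutral control wells and 100% = median of positive control wells; values of inactives mirror those of a sister screen read the other way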
Target sequence (Q61009 whole entry, looked up): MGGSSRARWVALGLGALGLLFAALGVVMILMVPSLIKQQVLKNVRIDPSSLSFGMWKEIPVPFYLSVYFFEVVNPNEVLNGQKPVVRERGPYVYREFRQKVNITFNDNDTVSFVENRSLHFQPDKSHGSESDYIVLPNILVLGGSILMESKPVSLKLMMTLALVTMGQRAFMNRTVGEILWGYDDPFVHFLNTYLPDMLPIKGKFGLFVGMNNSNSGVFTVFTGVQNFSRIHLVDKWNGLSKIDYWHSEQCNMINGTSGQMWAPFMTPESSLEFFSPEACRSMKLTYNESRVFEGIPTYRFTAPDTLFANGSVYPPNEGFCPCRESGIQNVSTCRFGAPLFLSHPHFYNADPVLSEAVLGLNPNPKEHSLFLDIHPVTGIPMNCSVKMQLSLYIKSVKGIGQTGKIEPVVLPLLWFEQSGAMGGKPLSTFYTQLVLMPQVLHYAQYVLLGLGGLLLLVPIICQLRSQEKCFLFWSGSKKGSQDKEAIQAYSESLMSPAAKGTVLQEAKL
PvdQ inh: blocks Pseudomonas aeruginosa PvdQ acylase activity; purified PvdQ acylase, fluorescence plate reader; inhibition, % at 10 µM; hit rate 0.063% among 340,000; AID 488965; in the data active means inhibition above about 30%, passing the limit was not always enough;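 further: 0% = vehicle neutral wells and 100% = reference inhibitor wells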
MITF act: increases MITF-driven TRPM1 promoter luciferase signal | hit rate 0.75% among 300,000 | AID 588334 | SK-MEL-5 TRPM1-promoter luciferase, 24 h; % of positive control, neutral wells = 0 | activation, % at 12.5 µM;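 active means mean activation of at least 80% with every replicate also reaching 80%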;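 further: 0% = neutral control wells and 100% = parthenolide positive control wells; values of inactives mirror those of a sister screen read the other way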
CAL PDZ FP-1: CAL PDZ (human) peptide binding inhibition | Q9HD26 | purified CAL PDZ, TMR-peptide fluorescence polarization, 1 h | inhibition, % at 24.9 µM | hit rate 0.92% among 300,000 | AID 602252;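 active means mean inhibition of at least 30% with at least half of replicates also reaching 30%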;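 further: 0% = DMSO neutral control and 100% = excess unlabeled competitor peptide PRC23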
CAL PDZ FP-2: inhibitors of human CAL PDZ peptide binding; Q9HD26; AID 504414; purified CAL PDZ, TMR-peptide fluorescence polarization, 1 h; inhibition, % at 20 µM; hit rate 0.02% among 330,000;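 active means highest replicate inhibition of at least 40%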;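 further: plate controls were DMSO neutral control wells for no effect and unlabeled competitor peptide control wells for full effect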
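System: purified tagged CAL PDZ domain construct (CerCALP). Schedule: 1 h incubation at room temperature before polarization reading. Medium: 25 mM sodium phosphate pH 7.4, 150 mM NaCl, TCEP, IgG, Thesit. Read-out: percent inhibition from loss of millipolarization. Measured by: FP readout, S and P plane fluorescence. Probe or stimulus: fluorescent TMR peptide probe.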
Rtt109 HAT inh: inhibitors of Candida albicans Rtt109/Vps75 histone acetyltransferase. hit rate 0.16% among 330,000. purified Rtt109/Vps75, ThioGlo CoA-SH fluorescence, 4 h. inhibition, % at 34.9 µM. AID 540336. Q5AAJ8;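 active means inhibition of at least 50% in every replicate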
* = called active by the depositor; · = no result given.

1	NNc1ccc2nnc(C(F)(F)C(F)(F)C(F)(F)F)n2n1
2	CCOC(=O)c1ccc(COC(=O)c2cc(=O)[nH]c3ccccc23)o1
3	COc1ccc2[nH]c(C(=O)N3CCN(C)CC3)c(C)c2c1
4	CCN1C(=O)/C(=C\c2cccs2)C(C(=O)OC)=C1C
5	CCc1ccc(CCC(=O)Nc2ccc(OC)cc2)o1
6	CC[C@]12c3[nH]c4cc(-c5ccco5)ccc4c3CCN1C(=O)[C@@H](CC(=O)NCCN1CCOCC1)C[C@@H]2C(=O)N1CCN(C(=O)c2ccco2)CC1
7	CNC(=S)NNC(=O)COc1ccccc1C
8	Cc1ccc(N2C(=O)N(c3ccc(C)cc3)C3CS(=O)(=O)CC32)cc1 (configuration not stated)
9	O=C(O)c1c(Cl)cccc1Cl
10	COc1ccccc1C1C(C(=O)NCc2ccccc2)=C(C)Nc2ncnn21 (configuration not stated)

screen / no.	1	2	3	4	5	6	7	8	9	10
SR-BI uptake up	12	11	14	-4	30	5	6	3	-6	24
PfHsp90 yeast 2	12	0	-19	·	4	-10	-14	·	-10	·
dFosB activator	-6	-4	3	2	1	-7	0	-3	9	-5
NSD2 inh	-1	0	-1	4	2	·	1	36	·	0
SR-BI HDL uptake	-12	-11	-14	4	-30	-5	-6	-3	6	-24
PvdQ inh	-12	-2	-13	-9	1	-16	-10	-4	-11	-8
MITF act	-4	-6	12	1	-2	2	-4	3	1	·
CAL PDZ FP-1	0	-3	-1	-3	-4	-3	-3	-3	-1	-3
CAL PDZ FP-2	-2.3	-1.0	-1.0	-0.2	·	1.3	-0.6	-1.2	0.3	8.8
Rtt109 HAT inh	·	-6	-11	3	-5	-13	-30	-4	6	3

A different layout for part of the listing above:
8	Cc1ccc(N2C(=O)N(c3ccc(C)cc3)C3CS(=O)(=O)CC32)cc1 (configuration not stated)
  SR-BI uptake up = 3
  PfHsp90 yeast 2 = ·
  dFosB activator = -3
  NSD2 inh = 36
  SR-BI HDL uptake = -3
  PvdQ inh = -4
  MITF act = 3
  CAL PDZ FP-1 = -3
  CAL PDZ FP-2 = -1.2
  Rtt109 HAT inh = -4
9	O=C(O)c1c(Cl)cccc1Cl
  SR-BI uptake up = -6
  PfHsp90 yeast 2 = -10
  dFosB activator = 9
  NSD2 inh = ·
  SR-BI HDL uptake = 6
  PvdQ inh = -11
  MITF act = 1
  CAL PDZ FP-1 = -1
  CAL PDZ FP-2 = 0.3
  Rtt109 HAT inh = 6
10	COc1ccccc1C1C(C(=O)NCc2ccccc2)=C(C)Nc2ncnn21 (configuration not stated)
  SR-BI uptake up = 24
  PfHsp90 yeast 2 = ·
  dFosB activator = -5
  NSD2 inh = 0
  SR-BI HDL uptake = -24
  PvdQ inh = -8
  MITF act = ·
  CAL PDZ FP-1 = -3
  CAL PDZ FP-2 = 8.8
  Rtt109 HAT inh = 3

Next section.
11	COc1cc(/C=N\NC(=O)c2cccc(Cl)c2)ccc1Oc1ccc([N+](=O)[O-])cn1
12	Cc1cccc(NC(=O)c2nc[nH]c2C(=O)N2CCC(C)CC2)c1
13	CC(C)(C)C1CCC(=NNC(=S)NCc2ccccc2)CC1 (configuration not stated)
14	COC(=O)N(NC(=O)C(O)(CCC(C)C)CCC(C)C)c1ccccc1
15	Cc1ccc(S(=O)(=O)N2CCOCC2)cc1C(=O)NC(=S)N1CC(C)CC(C)C1 (configuration not stated)
16	Cc1oc2cc(OCC(=O)O)ccc2c(=O)c1Oc1ccccc1
17	O=C(NCCc1cccc(F)c1)C1CCCN(c2nc3ccccc3s2)C1 (configuration not stated)
18	CCC(=O)N1N=C(c2cccs2)CC1c1ccc(OC)cc1 (configuration not stated)
19	NS(=O)(=O)c1cccc(NC(=O)CSc2nc3nc(-c4cccs4)cc(C(F)(F)F)c3c(=O)[nH]2)c1
20	N/C(=N\OC(=O)COc1ccccc1Cl)c1ccc(Cl)cc1

screen / no.	11	12	13	14	15	16	17	18	19	20
SR-BI uptake up	-40	27	2	15	·	6	·	-10	8	-9
PfHsp90 yeast 2	-5	-4	-9	18	-23	9	-14	-24	-28	3
dFosB activator	-4	-10	-8	-9	-11	-4	0	-5	-16	8
NSD2 inh	0	·	6	-18	-6	-7	1	-2	36	15
SR-BI HDL uptake	40	-27	-2	-15	·	-6	·	10	-8	9
PvdQ inh	3	-16	-1	-8	-8	-7	-13	0	-1	-15
MITF act	·	0	-11	2	7	-5	-4	7	-12	27
CAL PDZ FP-1	-5	2	0	4	-2	-3	-1	-3	-2	4
CAL PDZ FP-2	-2.0	0.1	-0.5	-0.6	-3.0	-2.9	-1.5	-2.0	-6.1	-0.5
Rtt109 HAT inh	1	-2	-1	-6	3	-5	-5	-5	11	-6

21	O=C(Cn1nnc2ccccc21)c1cccc([N+](=O)[O-])c1
22	COCCn1c(SCC(=O)Nc2nnc(C)s2)nnc1-c1ccncc1
23	C=CC[C@H](CC(=O)NCCO)C(=O)N[C@H](COC(=O)[C@@H](CC=C)CC(=O)OC(C)(C)C)Cc1c[nH]c2ccccc12
24	COc1ccc(-c2cn(-c3ccc(C)c(C)c3)c(=S)[nH]2)cc1OC
25	COc1cccc(OC)c1-c1nn2c(-c3cc(-c4ccccc4)n[nH]3)nnc2s1
26	CC(NC(=O)c1ccccc1)c1nnc(SCC(=O)Nc2nnc(C3CC3)s2)n1C (configuration not stated)
27	COc1ccc(CNC(=O)C(=O)NC2CC(C)(C)NC(C)(C)C2)cc1
28	Cc1cc2nc3n(c2cc1C)CCCN3
29	COc1cc(C(=O)N/N=C/c2ccsc2C)cc(OC)c1OC
30	O=C(N/C(=C/c1ccc(Cl)cc1)C(=O)N1CCOCC1)c1ccccc1

screen / no.	21	22	23	24	25	26	27	28	29	30
SR-BI uptake up	-6	13	-10	-20	-6	7	16	2	-65	14
PfHsp90 yeast 2	-2	16	-1	-7	·	·	-10	8	-2	4
dFosB activator	-2	-2	-3	-4	-14	0	-5	-4	14	2
NSD2 inh	·	-8	·	3	-1	23	-2	-1	0	-3
SR-BI HDL uptake	6	-13	10	20	6	-7	-16	-2	65	-14
PvdQ inh	-4	-13	-3	6	-2	-11	-10	-9	8	0
MITF act	-1	-3	7	0	11	6	-3	·	-53	4
CAL PDZ FP-1	0	-3	-3	-4	-2	16	·	-9	-3	-3
CAL PDZ FP-2	-0.9	·	-1.6	-1.0	-0.8	-2.4	-0.1	0.0	-1.8	-1.6
Rtt109 HAT inh	-5	4	-2	7	2	-6	-1	-2	4	-1

31	COc1ccc(CN2C(=O)COc3ccccc32)cc1
32	O=S(=O)(NCCS(=O)(=O)N1CCN(c2ccccc2)CC1)c1ccccc1
33	Cc1cc(-c2nn(-c3ccccc3F)cc2CNCCc2cnccn2)c(C)s1
34	CC(C)Cc1nc2sc3c(c2c(=O)n1N)CC(C(C)C)OC3 (configuration not stated)
35	Cn1c(NC(=O)C[n+]2cc(-c3ccc(F)cc3)n3c2CCC3)cc(=O)n(C)c1=O
36	CSCCC(NS(=O)(=O)c1ccc(Cl)cc1)C(=O)OCC(=O)NC1CCCCC1 (configuration not stated)
37	C=CCn1c(Oc2ccc(C=O)cc2OCC)nc2c1c(=O)n(C)c(=O)n2C
38	CCN(CC)CCOCCOc1ccc(Cl)c2ccccc12
39	COc1cc(C(=O)Nc2scc(-c3ccc(C)cc3)c2C(=O)O)cc(OC)c1OC
40	Cc1cccc(NC(=O)c2ccccc2O)c1C

screen / no.	31	32	33	34	35	36	37	38	39	40
SR-BI uptake up	5	14	-14	7	5	-2	·	4	-13	-12
PfHsp90 yeast 2	2	-13	·	11	-9	-6	-17	15	-16	-35
dFosB activator	-1	-6	-7	-8	-8	-3	-10	3	0	-4
NSD2 inh	-1	-5	3	5	-7	3	1	28	0	-1
SR-BI HDL uptake	-5	-14	14	-7	-5	2	·	-4	13	12
PvdQ inh	-10	11	-14	-4	-6	-5	-5	-4	-6	-14
MITF act	1	-4	-7	13	11	0	-2	-1	-10	25
CAL PDZ FP-1	-3	-6	-4	-3	3	-1	0	0	·	-4
CAL PDZ FP-2	0.1	-3.1	-2.9	-1.7	-1.0	-2.6	-0.2	-3.2	-0.2	-2.7
Rtt109 HAT inh	2	14	4	-18	-11	3	-3	1	3	-1

41	Cc1ccc(CN2CC(C(=O)N(CC(C)C)c3c(N)n(Cc4ccccc4)c(=O)[nH]c3=O)CC2=O)cc1 (configuration not stated)
42	O=[N+]([O-])c1cccnc1Oc1ccccc1F
43	COc1ccc(-c2c(C)nn(-c3ccccc3)c2NC(C)=O)cc1OC
44	Cc1cc(NC(=O)CN2C(=O)[C@@H]3[C@H](C2=O)[C@@H]2C[C@H]3C(Br)C2Br)no1 (some centres not stated)
45	Cn1cccc1Cc1nnc(SCC(=O)N2CCOCC2)n1-c1ccc(F)cc1
46	CCOc1ccc2nc(NC(=O)CSc3ccccc3)sc2c1

screen / no.	41	42	43	44	45	46
SR-BI uptake up	13	·	-29	11	31	-21
PfHsp90 yeast 2	1	1	-6	6	·	1
dFosB activator	-6	-3	4	0	0	7
NSD2 inh	-1	11	0	0	·	1
SR-BI HDL uptake	-13	·	29	-11	-31	21
PvdQ inh	-18	-13	-20	-1	-5	-6
MITF act	-3	-9	10	7	·	55
CAL PDZ FP-1	0	-4	·	·	·	-1
CAL PDZ FP-2	-1.1	-0.3	·	-0.5	-0.8	1.6
Rtt109 HAT inh	2	-5	3	16	-1	-6
